High-throughput results as filed in PubChem BioAssay.
Vif-APOBEC3G blk – qHTS for Inhibitors of Vif-A3G Interactions: qHTS; DNA dC->dU-editing enzyme APOBEC-3G (Homo sapiens), Q9HC16; HeLa A3G-eYFP + Vif (tagged APOBEC3G with the HIV-1 protein that degrades it), YFP fluorescence, overnight; Potency, µM (top dose mostly 46.1 µM), for the others: at the top dose activity, negative = active, actives largely listed as inhibitors; hit rate 0.076% among 410,000;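 note: potency is the fitted concentration of half-maximal effect; % is set by controls: 0 for no effect and ±100 for the full control effect; nearly all actives have a fitted effect of over 60% in size; hits raise eYFP signal because A3G escapes Vif-driven loss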
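Read-out is eYFP fluorescence (Ex 488/Em 500-530) from Vif-expressing HeLa A3G-eYFP cells; more signal means A3G escaped Vif-mediated degradation. Cells plated overnight, compound pinned in, incubated overnight at 37 deg C.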
ALOX12 inh – Primary qHTS assay for inhibitors of human arachidonate 12S-lipoxygenase (ALOX12): Round 2. Polyunsaturated fatty acid lipoxygenase ALOX12 (Homo sapiens), P18054. purified 12hLO, xylenol orange hydroperoxide absorbance. Potency, µM (top dose mostly 108 µM), for the others: at the highest dose activity change, negative = inhibition, usual class: inhibitors. hit rate 1.1% among 580,000. AID 1671190, 2021; note: potency is the fitted concentration of half-maximal effect; % is set by controls: 0 for no effect and ±100 for the full control effect
Target sequence (P18054 whole entry, looked up): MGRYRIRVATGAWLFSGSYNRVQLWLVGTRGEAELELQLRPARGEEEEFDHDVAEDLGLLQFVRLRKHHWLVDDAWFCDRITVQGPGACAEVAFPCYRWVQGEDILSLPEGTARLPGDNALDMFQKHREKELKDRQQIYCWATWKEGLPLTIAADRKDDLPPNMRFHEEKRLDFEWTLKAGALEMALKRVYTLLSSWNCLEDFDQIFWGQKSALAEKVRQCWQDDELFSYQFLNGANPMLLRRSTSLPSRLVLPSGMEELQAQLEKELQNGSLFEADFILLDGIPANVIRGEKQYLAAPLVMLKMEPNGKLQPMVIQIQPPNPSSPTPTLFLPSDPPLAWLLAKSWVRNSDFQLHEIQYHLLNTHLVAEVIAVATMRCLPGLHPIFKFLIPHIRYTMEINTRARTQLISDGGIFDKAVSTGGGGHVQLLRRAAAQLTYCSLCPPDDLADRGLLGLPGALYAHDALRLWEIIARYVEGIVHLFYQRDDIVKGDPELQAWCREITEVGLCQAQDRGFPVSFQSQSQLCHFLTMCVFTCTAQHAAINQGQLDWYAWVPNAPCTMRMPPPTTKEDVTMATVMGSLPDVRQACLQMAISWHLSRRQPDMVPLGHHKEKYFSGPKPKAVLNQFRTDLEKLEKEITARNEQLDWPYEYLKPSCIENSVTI
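Purified human 12hLO (150 nM final) in 25 mM Hepes, 0.01% Triton X-100, pH 7.0 was preincubated 15 min at room temperature with compound. Then 40 uM arachidonic acid was added, 30 min. Hydroperoxide was read by Fe-XO absorbance ratio 573/405 nm.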
ERG-DNA inh – qHTS for Small Molecule Inhibitors of the ERG Ets/DNA interaction | Transcriptional regulator ERG (Homo sapiens), P11308 | fluorescence polarization, His-ERG Ets domain / labelled DNA | hit rate 0.028% among 370,000 | Potency, µM (titrated, usually from 76.9 µM), inactives show at the top dose FP activity, negative = inhibition, hits mostly inhibitors; active = well fitted inhibition curve with a large enough effect in the polarisation, with a control signal flat; inconclusive = small, poorly fitted or top-dose-only effect, or effect the other way, or a change in a side signal; inactive = no such curve, though single readings can be large or run the other way; the % refers to the polarisation;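 note: polarization taken with two DNA probes labelled with fluorescein and Texas red; potency is the fitted concentration of half-maximal effect; % of control where 0% means no effect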
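His-tagged ERG Ets domain (1 uM in the protein solution; 300mM KCl, 50mM Tris-HCl, 1mM EDTA, 1mM DTT, pH 7.5) received compound, then a probe mix of 5 nM fluorescein-DNA and 100nM Texas-615-DNA. Fluorescence polarization was read for both dyes.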
Vif-A3F inh – qHTS for Inhibitors of Vif-A3F Interactions: qHTS; HeLa A3F-eYFP + Vif (tagged APOBEC3F with the HIV-1 protein that degrades it), YFP fluorescence increase; Potency, µM (titrated, usually from 46.1 µM), without a hit: at the top dose activity, negative = active; AID 602313, 2012; hit rate 0.2% among 390,000; note: potency is the fitted concentration of half-maximal effect; % of control where 0% means no effect; nearly all actives have a fitted effect of over 65% in size
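HeLa cells stably expressing A3F-eYFP plus Vif, plated and incubated overnight at 37 deg C, then exposed to compounds overnight at 37 deg C. Blocked degradation read as raised yellow fluorescence (Ex 488/Em 500-530).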
D2 antag – HTS Assay for Allosteric Antagonists of the Human D2 Dopamine Receptor: Primary Screen for Antagonists. D(2) dopamine receptor (Homo sapiens), P14416. HEK293 TREx D2 cells, calcium flux, dopamine EC80. inhibition, % at 10 µM. hit rate 2% among 340,000. AID 485344, 2010; in the data active = inhibition above about 30%; note: 0% is about no effect
Target sequence (P14416 whole entry, looked up): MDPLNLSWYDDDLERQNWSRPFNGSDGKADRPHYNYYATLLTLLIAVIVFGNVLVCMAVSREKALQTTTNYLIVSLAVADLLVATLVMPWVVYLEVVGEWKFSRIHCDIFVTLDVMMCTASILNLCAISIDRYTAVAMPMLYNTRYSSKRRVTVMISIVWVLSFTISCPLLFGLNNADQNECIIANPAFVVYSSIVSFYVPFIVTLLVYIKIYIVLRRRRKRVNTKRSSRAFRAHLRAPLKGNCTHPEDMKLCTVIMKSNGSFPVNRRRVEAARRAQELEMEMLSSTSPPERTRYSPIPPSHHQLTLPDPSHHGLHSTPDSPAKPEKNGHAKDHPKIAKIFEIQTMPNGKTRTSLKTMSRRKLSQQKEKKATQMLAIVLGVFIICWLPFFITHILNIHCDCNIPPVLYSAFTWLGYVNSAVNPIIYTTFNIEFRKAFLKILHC
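HEK293 T-REx D2 cells, tet-induced, calcium dye no-wash. Cpd pintool add, 180 s kinetic, then EC80 DA, 180 s kinetic. Ca flux read.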
Glioma ERSR ind – qHTS for Inducers of the Endoplasmic Reticulum Stress Response (ERSR) in Human Glioma: qHTS; U87-MG GRP78 promoter luciferase reporter, 16 h; Potency, µM, for inactives: top-dose activation, most hits filed as activators; hit rate 0.02% among 420,000; AID 602332, 2012; note: potency is the fitted concentration of half-maximal effect; series mostly up to about 76 µM; % of control where 0% means no effect; nearly all actives have a fitted effect of over 35% in size
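Stably transfected U87-MG human glioma cells carrying a GRP78-based luminescent sensor were seeded at 1000 cells/well, pin-dosed with compounds and incubated 16 h. Luciferase reagent was then added, and end-point luminescence was read after 10 min at room temperature.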
RGS4 inh – Inhibitors of Regulator of G Protein Signaling (RGS) 4: qHTS; Regulator of G-protein signaling 4 (Homo sapiens), P49798; Transcreener GDP fluorescence polarization, RGS4-accelerated GTP hydrolysis; Potency, µM (series often up to 114 µM), for the others: at the highest dose activity change, negative = inhibition, usual class: inhibitors; hit rate 0.039% among 390,000; note: potency is the fitted concentration of half-maximal effect; % is set by controls: 0 for no effect and ±100 for the full control effect; nearly all actives have a fitted effect of over 75% in size; some results filed as inactive show a strong effect at the top dose
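MLSMR compounds (23 nl, pin-transferred) preincubated 10 min at room temperature with a 500nM (2x) first reagent, then RGS4 at 900nM (2x) plus Transcreener GDP mix added; fluorescence polarization (620/688 nm) read before and after 90 min at 30 °C.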
D2 ag – HTS Assay for Allosteric Agonists of the Human D2 Dopamine Receptor: Primary Screen for Agonists; D(2) dopamine receptor (Homo sapiens), P14416; HEK293 T-REx D2 cells, calcium flux agonist mode; activation, % at 2 µM; hit rate 0.53% among 340,000; AID 485358, 2010;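 active = activation over 3 SD above normal in the single-dose calcium agonist read, cut at about 30% in these data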; note: 0% is about no effect
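Tetracycline-induced HEK293 T-REx cells with force-coupled D2 receptor, plated overnight at 30 C, loaded with no-wash calcium dye. After a 10 s baseline, compound was pin-added and calcium flux read kinetically for 180 s; calcium rises flagged agonists.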
LDHA inh – qHTS assay for inhibitors of human lactate dehydrogenase; L-lactate dehydrogenase A chain (Homo sapiens), P00338; purified LDHA, NADH/diaphorase-resazurin fluorescence; hits give low values; activity change, % (values are at about 110 or 230 µM); hit rate 0.15% among 480,000; AID 1347041, 2019; in the data active = activity change below about -30%; inconclusive = mostly about -25% to -30%;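 note: plate controls were DMSO wells for no effect and wells without enzyme for full effect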
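Enzyme activity of human lactate dehydrogenase 5 (2 nM; 0.06 mM NADH, 0.2 mM pyruvate, 5 min, RT) is measured via a resazurin/diaphorase fluorescence readout of residual NADH.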
* marks the source's active call; other numbers are inactive results; ? = inconclusive; / = not tested or not shown; & = joins results of further samples; [ ] = remark or other dose. Unless noted, calls come from the whole dose curve; as a rule, active = well fitted curve in the direction sought with a large enough effect; inconclusive = small, poorly fitted or top-dose-only effect, or another doubt; inactive = no such curve, though single readings can be large; an effect the other way counts as inactive or inconclusive. An excerpt; count on the stated rates, not on these rows.

Order of values: D2 ag	ALOX12 inh	Vif-A3F inh	Glioma ERSR ind	D2 antag	Vif-APOBEC3G blk	LDHA inh	ERG-DNA inh	RGS4 inh
- CCSc1cc(N2CCCC2)nc(-c2cccc(C)c2)n1
 : -0.7	-16%	13%	-2%	9	-2%	-7	14%	13%
- CCOc1cc(C(=O)Nc2ncn[nH]2)cc(OCC)c1OCC
 : 1.7	11%	-11%	-2%	1	0%	-7	13%	-2%
- CC1=CC2=NC(=O)/C(=C\c3cccn3CCOc3ccc(C)c(C)c3)C(=N)N2O1
 : -3.2	6%	-14%	1%	-22	-5%	-2	9%	22%
- CCCS(=O)(=O)N1CCC(C(=O)NCCN2CCC(Cc3ccccc3)CC2)CC1
 : 38*	0%	8%	-2%	34*	1%	-4	0%	-32%
- CCc1nc2c(OCc3ccc(C(F)(F)F)cc3)cccn2c1N(C)C(=O)C1CC1
 : /	?	/	1%	/	-2%	-2	/	/
- O=C(Nc1cc2c(cc1C(=O)c1ccccc1Cl)OCCO2)c1ccc(Br)cc1
 : 0.8	0%	0%	-4%	/	8%	-7	1%	7%
- CCC1=NC(c2ccc(OC)cc2OC)N(O)C1(C)C (centres undefined)
 : -1.1	-5%	0%	-3%	-8	0%	12	-7%	-17%
- OC(CNC1Cc2ccccc2C1)COc1ccc(F)cc1 (centres undefined)
 : 1.3	24%	4%	-2%	-10	1%	-1	5%	27%
- COc1ccc2c(c1OC)C(=O)N1N=C(c3ccc(Br)cc3)CC21 (centres undefined)
 : -1.1	/	-10%	3%	4	1%	-3	3%	-25%
- CSCC(=O)N1CCCC(N2CCN(c3ccc(F)cc3)CC2)C1 (centres undefined)
 : 0.4	1%	-5%	12%	2	2%	-7	14%	19%
- O=C(O)CNC(=O)c1ccccc1NC(=O)c1ccco1
 : 0.2	0%	8%	-3%	-3	1%	-3	-4%	-16%
- CCN1CCN(c2nc3ccccc3nc2NS(=O)(=O)c2ccc(NC(C)=O)cc2)CC1
 : -1.5	4%	-4%	-4%	-2	1%	-8	2%	26%
- Cc1[nH]n(C(N)=S)c(=O)c1N=Nc1cccc(C(F)(F)F)c1
 : 1.4	52%[activator]	11%	?	-1	0%	-6	-7%	-12%
- CC(C)Cn1c(N2CCN(C(=O)/C=C/c3ccccc3)CC2)nc2ccccc21
 : -0.1	-5%	3%	1%	-11	4%	0	17%	-20%
- COc1cccc2cc(C(=O)NCCN3CCOCC3)c(=O)oc12
 : 2.4	?	1%	-4%	-20	4%	-2	-5%	13%
- COc1cccc(-c2nc(CS(=O)CC(=O)NCCc3ccccc3)c(C)o2)c1 (centres undefined)
 : -0.8	-3%	8%	2%	-11	0%	3	-9%	5%
- CCN(CC)C(=O)CSc1nc2nc(C)cc(C)c2c(=O)[nH]1
 : -0.3	-19%	-4%	-3%	-15	-3%	-9	/	13%
- COc1cc(OC)cc(-c2cc3nc(C)c(CCC(=O)Nc4ccc(C(C)=O)cc4)c(C)n3n2)c1
 : 0.5	-14%	-5%	-10%	/	-1%	1	-3%	3%
- O=C(c1cccs1)N1CCN(C2CCCCC2)CC1
 : 7.0	?	2%	-5%	1	1%	-10	-11%	-13%
- COC(=O)c1c(NC(=O)c2ccc(S(=O)(=O)N3CCCCC3)cc2)sc2c1CCN(C)C2
 : 1.0	?	?	-8%	/	?	0	11%	2%
- Cc1nn(CCO)c2ncc(C(=O)c3cc(Cl)ccc3O)cc12
 : 1.5	-6%	-28%	2%	-18	-2%	-1	-1%	26%
- COc1ccc(CNCc2cccc(C)c2)cc1
 : -0.7	?	4%	-11%	5	3%	-17	-13%	-10%
- COc1cc2c(cc1OC)CN(C(=O)Cn1ccccc1=O)CC2
 : -0.7	/	-3%	-2%	20	2%	5	4%	12%
- COc1ccc(Cn2ccnc2SCC(=O)Nc2ccccc2OC)cc1
 : -0.7	16%	4%	-3%	5	0%	4	-5%	-12%
- Cc1cc(Cl)ccc1OCC(=O)NC1CCCC1
 : 0.2	2%[57.4 µM]	-1%	5%	-5	-6%	1	/	-16%
- Cc1cccc(NC(=O)c2cc3c(=O)n4ccccc4nc3n(CC(C)C)c2=N)c1
 : -0.5	-2%	3%	-3%	5	5%	-14	1%	0%
- O=C(NC1CCCC1)C(c1ccccn1)N(C(=O)c1csnn1)C1CCCCC1 (centres undefined)
 : -0.2	?	/	-2%	0	-1%	-9	-4%	?
- O=C(O)CCCN=Cc1c(O)c2ccccc2oc1=O
 : 0.1	3%	-1%	-5%	-2	1%	-9	-1%	-1%
- COc1ccc(CNc2ccc(S(N)(=O)=O)cc2)cc1
 : -0.4	-12%	1%	-3%	-1	0%	-7	-8%	-14%
- O=C1NC(c2ccc(Cl)cc2Cl)Oc2ccccc21 (centres undefined)
 : 0.1	-36%	6%	-3%	-1	2%	-3	-8%	-2%
- COc1ccccc1OCC(O)Cn1c(Br)nc2c1c(=O)[nH]c(=O)n2C (centres undefined)
 : 0.2	0%	0%	-1%	1	0%	2	0%	18%
- CCCCNC(=O)C1(C)CCCCN1C(=O)c1cc(C)n(C(C)(C)C)n1 (centres undefined)
 : /	2%	/	0%	/	-2%	-9	/	/
- CN(C)CCCN(C(=O)c1cc(-c2cccs2)nc2ccccc12)c1nc2c(F)cccc2s1
 : 1.0	-19%	-7%	-11%	-3	?	3	2%	-27%
- COc1ccccc1-c1cccc(-c2nc(C(=O)N3CCCCC3)cc3c2[C@H](CCO)N(S(=O)C(C)(C)C)C3)c1 (some centres undefined)
 : /	?	/	-4%	/	-5%	-1	/	/
- Cc1ccc(Cn2nnnc2CN2CCC(O)(c3ccc(F)cc3)CC2)cc1
 : 0.1	3%[57.4 µM]	-11%	-2%	15	-1%	-2	/	-9%
- Cc1cc(C)cc(NC(=O)Cn2nnc(C(=O)NCc3ccc(F)cc3)c2N)c1
 : 0.5	-5%	1%	-3%	14	0%	-9	9%	-85%[56.9 µM]
- Cc1ccc(-c2nnc(SCC(=O)NC3CCCC3)nc2-c2ccc(C)cc2)cc1
 : /	-18%	1%	-2%	/	2%	-4	3%	23%
- O=C1c2ccccc2CN1CCNS(=O)(=O)c1ccc(Cl)cc1
 : 0.0	0%	0%	-6%	-12	0%	-5	5%	-14%[11.4 µM]
- Cc1c(C#N)c2ncn(Cc3ccccc3)c(=O)c2n1-c1ccccc1
 : 0.6	?	2%	-4%	-1	-8%	-1	3%	8%
- CC(=O)N1CCN(CC(O)Cn2c3ccccc3c3ccccc32)CC1 (centres undefined)
 : 0.3	-20%	-14%	-5%	-11	-1%	-1	11%	-1%
- COc1ccc(C(O)(CCC(C)C)C(CN2CCOCC2)c2ccccc2)cc1 (centres undefined)
 : 2.0	-18%	-7%	-4%	-21	-1%	3	16%	-15%
- COc1ccc(-n2cc(CNC(C)c3ccncn3)c(-c3cccc(F)c3)n2)cc1 (centres undefined)
 : 0.5	-12%	-5%	-1%	-7	1%	-3	1%	-31%
- Cc1nc(NC(=O)c2ccco2)sc1-c1csc(Nc2ccc(Cl)cc2)n1
 : 0.4	?	6%	2%	2	-6%	-17	5%	?
- Cc1ccccc1NC(=O)c1ccc(F)c(S(=O)(=O)N2CCCCC2)c1
 : -0.2	-16%	13%	-2%	10	2%	0	7%	-5%
- CCCCC(CCC(=O)Nc1ccn(-c2ccccc2)n1)C(=O)O (centres undefined)
 : 0.8	0%	1%	-2%	1	-2%	-7	-3%	24%[11.4 µM]
- O=S(=O)(c1ccccc1)N1CCN(c2nc3ccccc3s2)CC1
 : 0.4	0%	2%	2%	-21	-7%	-3	-12%	7%
- Clc1ccccc1Cc1noc(CN2CCCCC2c2ccccn2)n1 (centres undefined)
 : 0.1	0%	-18%	-4%	-40	2%	1	9%	-10%
- O=C(Nc1cccc2ncccc12)c1cc2ccccc2o1
 : -0.2	1%	0%	1%	4	-1%	1	0%	-2%
- CCc1ccc2oc(=O)cc(CN3CCN(c4ccc(F)cc4)CC3)c2c1
 : -0.2	?	0%	-4%	4	-8%	2&6	14%	-33%
- CCOC(=O)c1c(N/N=C/c2cccnc2)n[nH]c1C
 : -0.2	0%	-10%	0%	3	?	-1	-14%	10%
- COc1ccc(NC(=O)c2c(C)noc2-c2snnc2C)cc1
 : -0.1	?	15%	-1%	1	?	-5	7%	10%
- COc1ccccc1N1CCN(C(=O)C2CCN(S(=O)(=O)c3ccccc3)CC2)CC1
 : -0.3	15%	-2%	-5%	-3	1%	3	/	2%
- COc1ccc(NC(=O)c2cccc(S(=O)(=O)N(C)c3ccccc3)c2)cn1
 : -1.2	4%	0%	-2%	-13	0%	-4	-10%	-8%
